RPL19A-GFP yeast = yeast TOR pathway RPL19A-GFP modulation; S. cerevisiae RPL19A-GFP strain, flow cytometry, 3 h; stronger effect = lower value; percent response vs DMSO, % at 10 µM; 0.3% of 330,000 active; AID 2025;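 active = percent response vs DMSO below 50%; inconclusive = fewer than 70 events counted for the yeast strain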;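 note: median channel GFP fluorescence of the barcoded RPL19A-GFP strain; ratio of sample median GFP to plate DMSO average so 100% = DMSO; lower means less RPL19A-GFP as with rapamycin TOR inhibition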
Efflux pump inh = inhibitors of Candida antifungal efflux pumps expressed in yeast; S. cerevisiae Candida pump triplex, Nile Red efflux; inhibition, % at 10 µM; 0.44% of 330,000 active; AID 485275;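 active = plate passing quality check with inhibition over a set limit, or well fluorescence over plate mean plus 4 SD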;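 note: Nile Red retained in pooled yeast measured as flow cytometry median fluorescence; 0% = buffer negative control and 100% = Enniatin B positive control; higher means more Nile Red kept so more efflux inhibition; some compounds called inactive have numbers as strong as hits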
MEP2-GFP yeast = alters MEP2-GFP fluorescence in TOR pathway yeast screen; 0.51% of 330,000 active; GFP response vs DMSO, % at 10 µM; S. cerevisiae MEP2-GFP strain, flow cytometry GFP, 3 h; 100% = DMSO control level; AID 2016;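 active = GFP response versus DMSO above a set limit, roughly screen mean plus 3 SD, cut at about 180% in these data; inconclusive = fewer than 70 cells counted for a yeast strain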;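 note: median GFP fluorescence of the barcode-gated MEP2-GFP cells per well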
LAP4 TOR yeast = modulators of TOR pathway LAP4-GFP in S. cerevisiae; S. cerevisiae LAP4-GFP multiplex, flow cytometry GFP, 3 h; median GFP as percent of DMSO wells; AID 2023; 0.34% of 320,000 active; GFP response vs DMSO, % at 10 µM;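 active = GFP response vs DMSO above a set limit, about the screen mean plus 3 SD, cut at about 150% in these data; inconclusive = under 70 cell events counted for the yeast strain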
CR mimetic SO = caloric restriction mimetics inhibiting age-related superoxide in yeast. superoxide response (% of plate mean), % at 10 µM. S. cerevisiae aged cells, superoxide DHE fluorescence; stronger effect = lower value. AID 2690. 0.18% of 330,000 active;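 active = superoxide response under a set limit, about three screen SD below normal, cut at about 65% in these data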;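 note: yeast aged for seven days with compound at 30 °C before DHE staining; 100% = average MFI of all compound-treated wells on the plate with controls excluded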
CIT2-GFP yeast = yeast TOR pathway CIT2-GFP modulation. GFP response vs DMSO, % at 10 µM. 0.065% of 320,000 active. S. cerevisiae CIT2-GFP strain, flow cytometry, 3 h; 100 means same as DMSO wells;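 active = GFP response relative to DMSO above a set limit, near the screen mean plus 3 SD, cut at about 150% in these data; inconclusive = Fewer than 70 cells measured for a yeast strain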;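 note: ratio of well median GFP fluorescence to mean of DMSO wells on the plate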
AGP1-GFP MLPCN = modulators of TOR pathway AGP1-GFP in S. cerevisiae. 0.02% of 320,000 active. AID 2066. GFP response vs DMSO, % at 10 µM. S. cerevisiae AGP1-GFP multiplex flow cytometry, 3 h; GFP as percent of DMSO wells;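 active = GFP response relative to DMSO above a set limit, near screen average plus 3 SD, cut at about 150% in these data; inconclusive = fewer than 70 cells counted for the yeast strain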;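 note: median GFP channel fluorescence of the gated AGP1 strain per well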
AHR activator = human AHR activation | P35869 | AHR-responsive luciferase reporter cells, luminescence | activation, % at 5 µM | 2.5% of 320,000 active; in the data active = activation above about 47%;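 note: 0% = vehicle wells and 100% = reference agonist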
Target sequence (P35869 whole entry, looked up): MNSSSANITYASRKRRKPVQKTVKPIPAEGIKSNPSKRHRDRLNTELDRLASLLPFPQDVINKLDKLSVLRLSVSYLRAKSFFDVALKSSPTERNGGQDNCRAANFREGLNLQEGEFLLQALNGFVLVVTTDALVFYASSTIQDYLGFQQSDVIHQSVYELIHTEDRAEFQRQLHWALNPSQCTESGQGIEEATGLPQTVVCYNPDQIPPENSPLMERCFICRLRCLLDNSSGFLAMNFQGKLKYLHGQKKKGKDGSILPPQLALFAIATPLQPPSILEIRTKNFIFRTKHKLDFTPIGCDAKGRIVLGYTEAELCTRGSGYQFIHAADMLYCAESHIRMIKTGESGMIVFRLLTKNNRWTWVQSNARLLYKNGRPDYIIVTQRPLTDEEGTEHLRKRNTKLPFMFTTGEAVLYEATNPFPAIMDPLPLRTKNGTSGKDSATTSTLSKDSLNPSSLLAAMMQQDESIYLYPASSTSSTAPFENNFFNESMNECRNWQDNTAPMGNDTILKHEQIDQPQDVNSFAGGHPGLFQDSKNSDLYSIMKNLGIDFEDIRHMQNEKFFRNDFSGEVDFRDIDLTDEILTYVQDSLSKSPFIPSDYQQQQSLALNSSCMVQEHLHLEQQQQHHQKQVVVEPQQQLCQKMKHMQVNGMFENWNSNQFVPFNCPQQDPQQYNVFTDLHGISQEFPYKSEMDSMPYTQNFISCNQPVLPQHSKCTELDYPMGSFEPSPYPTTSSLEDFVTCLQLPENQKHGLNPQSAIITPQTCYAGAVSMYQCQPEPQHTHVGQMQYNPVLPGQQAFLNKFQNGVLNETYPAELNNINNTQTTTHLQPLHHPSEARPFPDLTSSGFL
The depositor's hits bear a star; ? = inconclusive; / = no result given; [ ] = dose if it differs, or a comment.

Second line of a record: RPL19A-GFP yeast	Efflux pump inh	MEP2-GFP yeast	LAP4 TOR yeast	CR mimetic SO	CIT2-GFP yeast	AGP1-GFP MLPCN	AHR activator
COc1ccc(CCNC(=O)c2ccc(OCc3c(C)noc3C)cc2)cc1OC
    89	0.3	98	88	79	81	90	-1
CC(=O)c1ccc(S(=O)(=O)N(C)CC(=O)NCc2ccco2)cc1
    102	-0.2	112	95	106	99	97	-2
CN(C)c1ccc(C2NCC(CCl)O2)cc1 (stereo not drawn)
    97	0.0	103	96	88	103	100	0
Cc1cc(C)n2nc(C(=O)OCC(=O)N3CC(C)CC(C)C3)nc2n1 (stereo not drawn)
    96	-0.1	101	95	109	96	97	0
CCOC(=O)C1CCN(C2CC(=O)N(c3cccc(Cl)c3)C2=O)CC1 (stereo not drawn)
    94	0.1	90	93	108	89	95	1
COc1cc2c(cc1OC)C(COc1ccc([N+](=O)[O-])cc1)N(C(C)=O)CC2 (stereo not drawn)
    101	0.1	103	92	97	95	94	3
Cc1ccc(S(=O)(=O)N2CCN(C(=O)c3cccc(F)c3)CC2)cc1
    98	0.0	100	104	88	96	102	-1
O=C(CN(C(=O)CCC(=O)Nc1nccs1)c1ccccc1F)NCCc1ccccc1
    102	0.1	110	96	95	95	98	2
CCn1ccnc1CN(C)C(=O)c1cc(COc2c(F)cccc2F)on1
    109	-0.1	116	94	103	109	100	3
Cc1ccc2nc(SCn3nnc4ccccc4c3=O)[nH]c2c1
    98	0.0	104	97	105	94	100	75*
COc1ccc(Cl)cc1-c1csc(N)n1
    94	0.0	90	96	89	87	91	10
O=S1(=O)CCN(Cc2csc(-c3cccs3)n2)CC1
    101	0.0	99	111	104	109	105	0
CCOc1cc(S(=O)(=O)NCc2ccccc2)c(OCC)cc1-n1cnnn1
    101	0.3	103	99	103	101	98	1
Cc1ccc(NS(=O)(=O)c2cc(-c3cc(C)no3)ccc2C(C)C)nc1
    99	-0.1	112	99	112	102	99	0
O=C(Cn1cc2c(n1)CCCCC2)NCc1ccccn1
    97	-0.1	95	99	98	93	98	0
COc1ccc(Nc2nc(N3CCCC3)nc(N3CCCC3)n2)c(OC)c1
    102	-0.1	102	100	102	113	96	-1
Cc1ccc(C(=O)C2CCN(C(=S)NCCCOC(C)C)CC2)cc1
    110	0.0	106	92	89	105	128	0
COc1ccccc1NS(=O)(=O)c1ccc2oc(SCc3ccc(C#N)cc3)nc2c1
    100	0.0	96	87	102	94	94	2
C=CC[C@@H](CC(=O)N[C@@H](CO)Cc1ccccc1)C(=O)N[C@@H](COC(=O)[C@@H](CC=C)Cc1ccc(F)cc1)Cc1ccccc1
    100	0.0	99	98	109	97	97	-1
COc1ccc(C(=O)NCC(=O)N2CCC(C)CC2)cc1OC
    99	-0.1	104	90	94	/	99	-2
O=C(NC(=S)Nc1ccc(S(=O)(=O)Nc2nccs2)cc1)c1cccc(F)c1
    100	0.0	99	100	95	104	104	5
Cc1cc(OCC(=O)NC(Cc2ccc(Cl)cc2)C(=O)O)c2c(C)c(C)c(=O)oc2c1 (stereo not drawn)
    98	0.1	98	101	148	92	98	0
CCCc1nc2oc3c(NCCN(C)C)ncnc3c2c2c1CCCC2
    103	0.0	106	95	126	83	87	14
N#CC(c1ccc(Cl)cc1)c1cccc(Cl)n1 (stereo not drawn)
    96	0.0	101	107	102	101	102	-8
O=C(Nc1ccc2c(c1)OCO2)C1Cc2ccccc2CN1S(=O)(=O)c1cccs1 (stereo not drawn)
    100	-0.2	100	105	113	106	102	13
Cc1cc(NC(=O)CSc2nnc(-c3ccc(S(=O)(=O)N4CCCC4)cc3)n2C)no1
    98	0.0	103	96	51*	101	100	1
COc1ccc(Br)cc1CN1CCN(C(=O)c2cccc(F)c2)CC1
    101	-0.4	106	101	102	111	110	1
COc1ccc(/C=N/Nc2ccc(C(=O)O)cc2)cc1OC
    99	0.0	99	103	96	103	105	3
CC(C)NS(=O)(=O)c1ccc(NC(=O)NC2CCCCC2)cc1
    100	0.3	100	92	114	98	103	2
C=CCn1c(SCC(=O)NCC2CCCO2)nc2scc(-c3ccco3)c2c1=O (stereo not drawn)
    99	0.1	104	100	87	97	106	-1

Only LAP4 TOR yeast, CR mimetic SO and AHR activator (2 entries from above):
SMILES | LAP4 TOR yeast | CR mimetic SO | AHR activator
O=C(Nc1ccc2c(c1)OCO2)C1Cc2ccccc2CN1S(=O)(=O)c1cccs1 (stereo not drawn) | 105 | 113 | 13
Cc1cc(NC(=O)CSc2nnc(-c3ccc(S(=O)(=O)N4CCCC4)cc3)n2C)no1 | 96 | 51* | 1

Next part
Second line of a record: RPL19A-GFP yeast	Efflux pump inh	MEP2-GFP yeast	LAP4 TOR yeast	CR mimetic SO	CIT2-GFP yeast	AGP1-GFP MLPCN	AHR activator
Cc1cc2ncn(C(=O)c3c(-c4ccccc4)noc3C)c2cc1C
    97	0.0	94	90	103	98	96	3
COc1ccc(NC(=O)CSc2nnc(-c3cccs3)n2Cc2ccco2)cc1OC
    96	0.1	110	104	117	94	103	-1
COc1cc(CO)c(OC)c([N+](=O)[O-])c1
    96	0.0	91	105	108	68	83	0
COC(=O)c1ccc(Cl)c(NC(=O)CN(c2ccc3c(c2)OCO3)S(C)(=O)=O)c1
    95	0.4	104	108	132	87	109	1
CCCOc1ccccc1NC(=O)c1ccc([N+](=O)[O-])cc1
    104	0.1	96	97	69	98	97	64*
CC(=O)c1ccc(S(=O)(=O)N2CCN(C(C)C(=O)N(C)Cc3ccccc3)CC2)cc1 (stereo not drawn)
    97	0.1	105	96	85	117	97	0
O=C(O)CC(NC(=O)c1ccc2c(c1)OCO2)c1cccc([N+](=O)[O-])c1 (stereo not drawn)
    97	0.1	99	96	99	97	101	-1
Cc1ccc(S(=O)(=O)c2cc3c(=O)n4ccccc4nc3n(CCc3ccccc3)c2=N)cc1
    43*[may fluoresce violet]	0.4*	217*[may fluoresce violet]	85[may fluoresce violet]	76	?	?	-4
CCC(O)(C(=O)Nc1ccccc1C(F)(F)F)c1ccccc1OC (stereo not drawn)
    96	0.4	83	97	126	95	97	2
NC(=O)C(CCC(=O)c1ccc(Br)cc1)S(=O)(=O)c1ccccc1 (stereo not drawn)
    101	-0.1	99	101	86	115	115	0
CC(c1ccon1)N(C)C(=O)CCc1nnc(CCCCc2ccccc2)o1 (stereo not drawn)
    98	0.0	116	116	96	112	114	2
COc1ccc(NC(=O)Nc2ccc(C)cc2OC(F)F)cc1OC
    106	-0.1	108	101	108	104	109	10
COc1ccc(C2CC(c3cccc(OC)c3)n3nc(N)nc3N2)cc1 (stereo not drawn)
    100	0.5	110	100	100	97	100	3
O=C(NC1CC1)c1cccc(S(=O)(=O)Nc2ccccc2F)c1
    98	-0.1	98	120	117	92	106	1
COc1ccc(CNC(=O)C(c2cccc(C)c2)N(C(=O)c2csnn2)C2CC2)cc1 (stereo not drawn)
    102	-0.1	107	100	108	98	103	0
Cc1cc(C(=O)NNC(=O)CCCCC(=O)NNC(=O)c2cc(C)[nH]n2)n[nH]1
    105	1.4	97	95	100	112	105	1
CN(C)Cc1c(O)ccc2occ(C(=O)c3ccc(F)cc3)c12
    100	0.2	101	99	102	98	100	-1
COC(=O)c1c(C)n(-c2ccc(C)cc2)c2ccc(O)cc12
    102	-0.1	106	107	119	104	/	7
O=C(COC(=O)CNC(=O)C1CCCCC1)Nc1ccc(Cl)cc1F
    103	0.1	111	105	104	115	112	1
COc1ccc(NC(=O)C(OC(=O)c2cnc(C)cn2)c2ccccc2)cc1Cl (stereo not drawn)
    103	0.4	104	92	118	87	92	7

A draw from above in order of formula weight, descending.
Second line of a record: RPL19A-GFP yeast	Efflux pump inh	MEP2-GFP yeast	LAP4 TOR yeast	CR mimetic SO	CIT2-GFP yeast	AGP1-GFP MLPCN	AHR activator
COc1ccc(NC(=O)CSc2nnc(-c3cccs3)n2Cc2ccco2)cc1OC
    96	0.1	110	104	117	94	103	-1
CC(=O)c1ccc(S(=O)(=O)N2CCN(C(C)C(=O)N(C)Cc3ccccc3)CC2)cc1 (stereo not drawn)
    97	0.1	105	96	85	117	97	0
COC(=O)c1ccc(Cl)c(NC(=O)CN(c2ccc3c(c2)OCO3)S(C)(=O)=O)c1
    95	0.4	104	108	132	87	109	1
COc1ccc(CNC(=O)C(c2cccc(C)c2)N(C(=O)c2csnn2)C2CC2)cc1 (stereo not drawn)
    102	-0.1	107	100	108	98	103	0
COc1ccc(NC(=O)C(OC(=O)c2cnc(C)cn2)c2ccccc2)cc1Cl (stereo not drawn)
    103	0.4	104	92	118	87	92	7
NC(=O)C(CCC(=O)c1ccc(Br)cc1)S(=O)(=O)c1ccccc1 (stereo not drawn)
    101	-0.1	99	101	86	115	115	0
Cc1cc(C(=O)NNC(=O)CCCCC(=O)NNC(=O)c2cc(C)[nH]n2)n[nH]1
    105	1.4	97	95	100	112	105	1
CC(c1ccon1)N(C)C(=O)CCc1nnc(CCCCc2ccccc2)o1 (stereo not drawn)
    98	0.0	116	116	96	112	114	2
O=C(COC(=O)CNC(=O)C1CCCCC1)Nc1ccc(Cl)cc1F
    103	0.1	111	105	104	115	112	1
O=C(O)CC(NC(=O)c1ccc2c(c1)OCO2)c1cccc([N+](=O)[O-])c1 (stereo not drawn)
    97	0.1	99	96	99	97	101	-1
COc1ccc(NC(=O)Nc2ccc(C)cc2OC(F)F)cc1OC
    106	-0.1	108	101	108	104	109	10
COc1ccc(C2CC(c3cccc(OC)c3)n3nc(N)nc3N2)cc1 (stereo not drawn)
    100	0.5	110	100	100	97	100	3
O=C(NC1CC1)c1cccc(S(=O)(=O)Nc2ccccc2F)c1
    98	-0.1	98	120	117	92	106	1
Cc1cc2ncn(C(=O)c3c(-c4ccccc4)noc3C)c2cc1C
    97	0.0	94	90	103	98	96	3
CCCOc1ccccc1NC(=O)c1ccc([N+](=O)[O-])cc1
    104	0.1	96	97	69	98	97	64*
COC(=O)c1c(C)n(-c2ccc(C)cc2)c2ccc(O)cc12
    102	-0.1	106	107	119	104	/	7
COc1cc(CO)c(OC)c([N+](=O)[O-])c1
    96	0.0	91	105	108	68	83	0

(more compounds)
Second line of a record: RPL19A-GFP yeast	Efflux pump inh	MEP2-GFP yeast	LAP4 TOR yeast	CR mimetic SO	CIT2-GFP yeast	AGP1-GFP MLPCN	AHR activator
O=C(COC(=O)c1cccs1)c1ccc2c(c1)OCCO2
    98	-0.1	106	108	106	102	100	-1
CCn1c2ccccc2c2cc(NC(=O)COc3ccccc3OC)ccc21
    97	-0.4	107	99	112	95	95	62*
COC(=O)NCCOc1cc(C)ccc1C
    113	0.0	93	94	111	67	76	0
O=C(N/N=C/c1ccc([N+](=O)[O-])cc1)C(=O)N1CCCC1
    114	0.1	104	93	114	107	100	2

Source: PubChem BioAssay
